OX1R antag-1 = antagonists of human orexin 1 receptor (OX1R). 1.8% of 330,000 active. Orexin/Hypocretin receptor type 1 (Homo sapiens), O43613. inhibition, % at 6.6 µM. OX1R-expressing cells, FRET antagonist read-out. AID 485270, 2010; in the data active = inhibition mostly above about 38%, no sharp cut-off; inactive = mostly below about 40%;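 note: 0% = agonist challenge alone and 100% = reference antagonist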
Target sequence (O43613 whole entry, looked up): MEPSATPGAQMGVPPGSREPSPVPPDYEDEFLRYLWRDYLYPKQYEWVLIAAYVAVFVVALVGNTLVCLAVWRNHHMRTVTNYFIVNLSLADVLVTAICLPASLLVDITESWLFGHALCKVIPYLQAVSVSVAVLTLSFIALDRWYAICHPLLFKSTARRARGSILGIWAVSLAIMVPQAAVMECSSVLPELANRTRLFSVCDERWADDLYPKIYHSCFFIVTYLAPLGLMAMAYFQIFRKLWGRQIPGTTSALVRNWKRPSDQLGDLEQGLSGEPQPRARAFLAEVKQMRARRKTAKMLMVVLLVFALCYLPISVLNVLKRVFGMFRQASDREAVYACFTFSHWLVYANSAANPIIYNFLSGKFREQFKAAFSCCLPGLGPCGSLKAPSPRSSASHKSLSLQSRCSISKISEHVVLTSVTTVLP
OX1R antag-2 = OX1R (HCRTR1) antagonists, primary screen, fluorescence, CHO/OX1R cells, Fluo-8 calcium, orexin A; Orexin/Hypocretin receptor type 1 (Homo sapiens), O43613; Fluo-8 calcium fluorescence; inhibition, % at 5 µM; 0.43% of 330,000 active; AID 434989, 2010;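 active = inhibition above its plate's threshold, mean inhibition of all tested compounds on the plate plus 3 SD, cut at about 37% in these data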;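 note: 0% = orexin A challenge wells and 100% = SB-334867-A antagonist wells; not every result past the cut was called active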
* hit, by the source's call.

`O=C(COC(=O)c1cn(-c2ccccc2)nc1-c1ccccc1)c1ccc([N+](=O)[O-])cc1` gave OX1R antag-1 12 and OX1R antag-2 -7.
Screening CCc1cccc(C)c1NC(=S)N(CCOC)C(C)c1ccco1 (stereo unspecified) returned OX1R antag-1 -53 and OX1R antag-2 -13.
`Cc1ccc(C)c(NS(=O)(=O)c2c(C)[nH]c(C)c2C(=O)N2CCCCC2)c1` gave OX1R antag-1 49* and OX1R antag-2 12.
For COc1cccc(CN(C)C(=O)Cc2c[nH]c3ccccc23)c1OC the results were OX1R antag-1 1 and OX1R antag-2 -21.
Screening Cc1cccc(C)c1NC(=O)NCCSc1snnc1C returned OX1R antag-1 10 and OX1R antag-2 -4.
For CC1=CC(C)(C)N(C(=O)CSc2ncn[nH]2)c2ccccc21 the results were OX1R antag-1 12 and OX1R antag-2 -20.
Screening CS(=O)(=O)/C(C#N)=C\c1cnc(S(=O)(=O)c2ccccc2)s1 returned OX1R antag-1 -10 and OX1R antag-2 13.
Screening COc1ccc(-c2csc(NC(=O)c3cc(C)on3)c2C#N)cc1OC returned OX1R antag-1 15 and OX1R antag-2 -4.
Clc1ccc(OCc2nnc(SCCN3CCCCC3)n2Cc2ccco2)cc1 was read as OX1R antag-1 1 and OX1R antag-2 -14.
For N#Cc1cc2c(nc1SCC(=O)O)CCCCC2 the results were OX1R antag-1 14 and OX1R antag-2 -6.
`CCOC(=O)[C@H]1[C@H]2COc3ccc(C)cc3[C@@H]2N2C(=O)c3cc(OC)c(OC)cc3NC(=O)[C@@]12C` gave OX1R antag-1 18 and OX1R antag-2 -23.
`CN1C(=O)C(CCC(N)=O)NC1=S` (stereo unspecified) gave OX1R antag-1 -8 and OX1R antag-2 -5.
For N#Cc1c(-c2ccc(F)cc2)cc(-c2ccccc2)nc1SCC(=O)NCC(=O)O the results were OX1R antag-1 19 and OX1R antag-2 -17.
`CN(C)S(=O)(=O)c1ccc(N2CCCC2)c(C(=O)Nc2ccccc2F)c1` gave OX1R antag-1 24 and OX1R antag-2 -6.
For CC(C)Nc1nc(Cl)nc(N(C#N)CN2C(=O)c3ccccc3S2(=O)=O)n1 the results were OX1R antag-1 14 and OX1R antag-2 -13.
Screening c1cc(CNC2=NCCCCC2)ccn1 returned OX1R antag-1 13 and OX1R antag-2 -7.
Screening CS(=O)(=O)c1ccc(NC(=O)C2CC(=O)N(c3ccc4c(c3)OCCO4)C2)cc1 (stereo unspecified) returned OX1R antag-1 29 and OX1R antag-2 -10.
`Cc1ccc(/C(N)=N/OC(=O)c2cccs2)cc1` gave OX1R antag-1 12 and OX1R antag-2 -6.
`O=S1(=O)[C@H]2C[C@@H]3C=C[C@@]2(CN1Cc1cccc(Cl)c1)O3` gave OX1R antag-1 12 and OX1R antag-2 -4.
N#Cc1ccc(CSc2nnc(NC(=O)CN3C(=O)C4CC=CCC4C3=O)s2)cc1 (stereo unspecified) was read as OX1R antag-1 14 and OX1R antag-2 -13.

As a working copy, some entries already given.
`Cc1ccc(C)c(NS(=O)(=O)c2c(C)[nH]c(C)c2C(=O)N2CCCCC2)c1` gave OX1R antag-1 49* and OX1R antag-2 12.
For COc1cccc(CN(C)C(=O)Cc2c[nH]c3ccccc23)c1OC the results were OX1R antag-1 1 and OX1R antag-2 -21.
Screening Cc1cccc(C)c1NC(=O)NCCSc1snnc1C returned OX1R antag-1 10 and OX1R antag-2 -4.
For CC1=CC(C)(C)N(C(=O)CSc2ncn[nH]2)c2ccccc21 the results were OX1R antag-1 12 and OX1R antag-2 -20.
Screening CS(=O)(=O)/C(C#N)=C\c1cnc(S(=O)(=O)c2ccccc2)s1 returned OX1R antag-1 -10 and OX1R antag-2 13.
Screening COc1ccc(-c2csc(NC(=O)c3cc(C)on3)c2C#N)cc1OC returned OX1R antag-1 15 and OX1R antag-2 -4.
Clc1ccc(OCc2nnc(SCCN3CCCCC3)n2Cc2ccco2)cc1 was read as OX1R antag-1 1 and OX1R antag-2 -14.
For N#Cc1cc2c(nc1SCC(=O)O)CCCCC2 the results were OX1R antag-1 14 and OX1R antag-2 -6.
`CCOC(=O)[C@H]1[C@H]2COc3ccc(C)cc3[C@@H]2N2C(=O)c3cc(OC)c(OC)cc3NC(=O)[C@@]12C` gave OX1R antag-1 18 and OX1R antag-2 -23.
`CN1C(=O)C(CCC(N)=O)NC1=S` (stereo unspecified) gave OX1R antag-1 -8 and OX1R antag-2 -5.
For N#Cc1c(-c2ccc(F)cc2)cc(-c2ccccc2)nc1SCC(=O)NCC(=O)O the results were OX1R antag-1 19 and OX1R antag-2 -17.
`CN(C)S(=O)(=O)c1ccc(N2CCCC2)c(C(=O)Nc2ccccc2F)c1` gave OX1R antag-1 24 and OX1R antag-2 -6.
For CC(C)Nc1nc(Cl)nc(N(C#N)CN2C(=O)c3ccccc3S2(=O)=O)n1 the results were OX1R antag-1 14 and OX1R antag-2 -13.
Screening c1cc(CNC2=NCCCCC2)ccn1 returned OX1R antag-1 13 and OX1R antag-2 -7.

(list continues)
Screening COc1cc(C(=O)Nc2ccc3c(c2)ncn3C)cc(OC)c1OC returned OX1R antag-1 19 and OX1R antag-2 8.
`CC(Oc1ccc(S(=O)(=O)N2CCCC2)cc1[N+](=O)[O-])C(=O)NC(C)c1ccccc1` (stereo unspecified) gave OX1R antag-1 14 and OX1R antag-2 -17.
For Cc1cc(=O)c(C(=O)Nc2cccc(C(=O)NC3CC3)c2)nn1-c1ccccc1Cl the results were OX1R antag-1 23 and OX1R antag-2 -11.
Screening CSc1ccc(/C=N/N2CCN(Cc3ccc(Cl)cc3)CC2)cc1 returned OX1R antag-1 21 and OX1R antag-2 -6.
For CC(C)(C)[C@H]1C=C(C(=O)NCc2ccccc2)O[C@@H](OCCCCO)C1 the results were OX1R antag-1 14 and OX1R antag-2 -8.
Screening CCCN1CCC(=O)N([C@H](CO)c2ccccc2)CC1 returned OX1R antag-1 28 and OX1R antag-2 2.
`COc1ccc(-c2ccnc3c(C#N)cnn23)cc1` gave OX1R antag-1 36 and OX1R antag-2 -3.
O=C(O)CC1(CC(=O)NCc2ccc(F)cc2)CCCCC1 was read as OX1R antag-1 -1 and OX1R antag-2 -9.
For COc1ccc(NC(=O)CN(C)C(=O)c2cn(-c3ccccc3)nc2-c2ccc(F)cc2)cc1 the results were OX1R antag-1 -3 and OX1R antag-2 -11.
Screening C=CCC(Nc1ccco1)c1ccccc1 (stereo unspecified) returned OX1R antag-1 9 and OX1R antag-2 -22.
`Cc1cccc(N(CC(=O)Nc2ccc(F)cc2)S(C)(=O)=O)c1` gave OX1R antag-1 1 and OX1R antag-2 1.
Screening O=C(O)c1cccc(Nc2ncnc3ccc(Br)cc23)c1 returned OX1R antag-1 14 and OX1R antag-2 4.
Cc1ccc(C(=O)NNC(=O)c2csc(N3CCOCC3)n2)s1 was read as OX1R antag-1 8 and OX1R antag-2 -2.
For O=C(c1cccs1)N1CCN(c2ccccc2)CC1 the results were OX1R antag-1 6 and OX1R antag-2 -6.
`Nc1cc(=O)[nH]c(SCC(=O)Nc2ccc(N3CCCCC3)cc2)n1` gave OX1R antag-1 5 and OX1R antag-2 -6.
`CCC(=O)c1c(OCc2ccccc2)ccc2c(C)cc(=O)oc12` gave OX1R antag-1 32 and OX1R antag-2 -16.
For COc1ccc(N2C(=O)CCC(C(=O)N3CCCCC3)C2c2ccc(F)cc2)cc1 (stereo unspecified) the results were OX1R antag-1 8 and OX1R antag-2 -25.
`Cc1cccc(NC(=O)CCN2CCOCC2)c1` gave OX1R antag-1 6 and OX1R antag-2 -12.
Screening Cc1ccc(CNS(=O)(=O)c2c(C)[nH]c(C)c2C(=O)N2CCCCC2)cc1 returned OX1R antag-1 25 and OX1R antag-2 -9.
For COc1ccc(NC(=S)NCCCN2CCCC2=O)c(OC)c1 the results were OX1R antag-1 6 and OX1R antag-2 -14.
`CCOC(=O)c1c(C)[nH]c(C(=O)/C(C#N)=C/c2ccc(OCC)cc2)c1C` gave OX1R antag-1 24 and OX1R antag-2 -14.
COC(=O)Cn1c(=NC(=O)c2cc(-c3cccs3)nc3ccccc23)sc2cc(S(N)(=O)=O)ccc21 was read as OX1R antag-1 12 and OX1R antag-2 20.
For O=C(NC(Cc1c[nH]c2ccccc12)c1nnc2n1CCCCC2)c1cccs1 (stereo unspecified) the results were OX1R antag-1 13 and OX1R antag-2 -12.
For COc1cccc(CN(C)C(=O)c2cccc(OC3CCN(C4CCCC4)CC3)c2)c1 the results were OX1R antag-1 25 and OX1R antag-2 -7.
Screening CCOC(=O)c1sc(NC(=O)c2c(C)nn(Cc3ccccc3)c2C)cc1C returned OX1R antag-1 46 and OX1R antag-2 3.
For COc1ccc(C(=O)c2sc(Nc3ccc(NC(C)=O)cc3)nc2C)cc1 the results were OX1R antag-1 25 and OX1R antag-2 -20.
For COc1ccc(OC)c(-n2nnnc2SCC(=O)Nc2ccccc2N2CCOCC2)c1 the results were OX1R antag-1 10 and OX1R antag-2 -29.
For Cc1nnc2ccc(-c3ccc(NS(=O)(=O)c4ccccc4[N+](=O)[O-])cc3)nn12 the results were OX1R antag-1 11 and OX1R antag-2 0.
For CC(C)N(CCCNC(=O)C1CCN(C(=O)c2cc3sccc3n2C)CC1)Cc1ccccc1 the results were OX1R antag-1 5 and OX1R antag-2 -29.
For O=C(NC1=NN(c2ccccc2)CC1)Nc1ccccc1F the results were OX1R antag-1 42 and OX1R antag-2 -22.
For COc1ccc(-c2ccc(C)cc2)cc1[C@H]1[C@H]2C=CC[C@@H](C)[C@@H]2C(=O)N1Cc1ccccc1 the results were OX1R antag-1 8 and OX1R antag-2 -19.
`Cn1nnnc1SCc1ccccc1F` gave OX1R antag-1 15 and OX1R antag-2 9.
Screening CCOC(=O)CSc1nc2c(c(=O)[nH]c(=O)n2C)n1Cc1ccccc1 returned OX1R antag-1 -5 and OX1R antag-2 -27.
N#CC1CCN(c2ncccc2[N+](=O)[O-])CC1 was read as OX1R antag-1 8 and OX1R antag-2 -12.
Screening COc1ccccc1CCCNC(=O)C1CCC(=O)N(CCN2CCOCC2)C1 (stereo unspecified) returned OX1R antag-1 7 and OX1R antag-2 -1.
Screening COc1ccc(C)cc1S(=O)(=O)N1CCC(C(=O)NCCc2ccccc2)CC1 returned OX1R antag-1 11 and OX1R antag-2 -2.
For N=C1C(c2ccccc2)=C(O)CN1c1cccc(S(=O)(=O)N2CCOCC2)c1 the results were OX1R antag-1 12 and OX1R antag-2 -8.
`CCCCCCCCC(=O)NNC(=O)c1c(O)c2ccccc2n(CCC)c1=O` gave OX1R antag-1 16 and OX1R antag-2 -13.
For COCCNCCCCOc1ccc(Br)cc1C the results were OX1R antag-1 20 and OX1R antag-2 -20.
CN(C)c1nc(OCCOC(=O)c2ccccc2)nc(N(C)C)n1 was read as OX1R antag-1 18 and OX1R antag-2 -27.
For CCOc1cc(-c2sc(Nc3cc(C)ccc3OC)n[n+]2-c2ccccc2)ccc1OC the results were OX1R antag-1 4 and OX1R antag-2 -21.
C[C@@H]1CN([C@@H](C)CO)C(=O)c2cccc(NC(=O)c3nc4ccccc4s3)c2O[C@@H]1CN(C)CC1CC1 was read as OX1R antag-1 -2 and OX1R antag-2 -22.
Screening CCc1cc(C(=O)NCCN(C)C)cs1 returned OX1R antag-1 3 and OX1R antag-2 -11.
`N#CC1CN(Cc2ccccc2)CN(Cc2ccccc2)C1` gave OX1R antag-1 10 and OX1R antag-2 -3.
CCCn1c(C(C)Nc2nc(-c3ccc(OC)cc3)cs2)nc2ccccc21 (stereo unspecified) was read as OX1R antag-1 26 and OX1R antag-2 -32.
CCCn1nc(NS(=O)(=O)c2cccc3nonc23)c2cc3cc(C)ccc3nc21 was read as OX1R antag-1 33 and OX1R antag-2 -11.
Screening Cc1ccc(C)c(NC(=O)COC(=O)CNC(=O)C2CCCCC2)c1 returned OX1R antag-1 -2 and OX1R antag-2 -19.
Screening COc1ccc(NC(=O)c2cnn(-c3ccccc3)c2C)cc1OC returned OX1R antag-1 20 and OX1R antag-2 -28.
CN(NC(=O)COc1ccccc1)c1ccccc1 was read as OX1R antag-1 0 and OX1R antag-2 -4.
Screening COc1ccc(CN(C(=S)Nc2ccccc2)C2CC(=O)N(c3ccccc3)C2=O)cc1 (stereo unspecified) returned OX1R antag-1 11 and OX1R antag-2 -20.
COc1ccc(NC(=O)c2c(NC(=O)CCC(=O)O)sc3c2CCCCC3)cc1 was read as OX1R antag-1 5 and OX1R antag-2 -13.
`Cc1cc(=O)oc2c(C(=O)/C=C\c3cccs3)c(O)ccc12` gave OX1R antag-1 40 and OX1R antag-2 -18.
Screening CC1=C(C#N)C(c2ccc(O)cc2)C(C#N)=C(C)N1 returned OX1R antag-1 0 and OX1R antag-2 -3.
For CC(=O)Nc1ccc(S(=O)(=O)N2CCSC2c2ccc(C)cc2)cc1 (stereo unspecified) the results were OX1R antag-1 29 and OX1R antag-2 -12.
For COc1ccccc1NC(=O)c1ccc(C(=O)Nc2ccccc2OC)nc1 the results were OX1R antag-1 10 and OX1R antag-2 -14.
`COCCOC(=O)c1c(C)oc2ccc(OC(=O)COc3c(F)c(F)c(F)c(F)c3F)cc12` gave OX1R antag-1 8 and OX1R antag-2 -23.
For CCOC(=O)c1cccc(NC(=O)CCc2nnc3ccc(N4CCOCC4)nn23)c1 the results were OX1R antag-1 11 and OX1R antag-2 -10.
For COc1ccc(C2=CC(=O)C[C@H](c3ccc(OC)c(OC)c3)C2)cc1 the results were OX1R antag-1 11 and OX1R antag-2 -13.
Screening O=C(NCc1ccc(Cl)cc1)N1CCc2ccccc2C1 returned OX1R antag-1 8 and OX1R antag-2 -21.
Cc1ccc(/C=N/NC(=O)CN2CCN(Cc3ccccc3)CC2)s1 was read as OX1R antag-1 14 and OX1R antag-2 -15.
For O=C(CSc1nc2ccccc2o1)N1N=C(c2cccs2)CC1c1ccc(F)cc1 (stereo unspecified) the results were OX1R antag-1 7 and OX1R antag-2 -9.
`COC(=O)/C=C/C(=O)Nc1cccnc1` gave OX1R antag-1 -3 and OX1R antag-2 0.
